aGlu spleen mod – lysosomal alpha-glucosidase (human) modulation; human spleen homogenate, 4-MU-alpha-glucoside fluorescence; Potency, µM (doses to about 79.9 µM), inactives show at the highest dose activity change, negative = inhibition, usual class: inhibitors; 0.006% of 240,000 active;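 further: 0% = enzyme with vehicle and -100% = no enzyme basal signal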
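AC50 values come from Hill-equation fits of concentration-response data, normalized to no-enzyme and full-activity controls. Enzyme source: 1 ug human spleen homogenate; 1 mM fluorogenic 4-MU glucoside, pH 5.0 citrate buffer, 37 C, 40 min.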
KDM4E inh – JMJD2E (human) inhibition; B2RXH2; JMJD2E catalytic domain, FDH-coupled NADH fluorescence (FDH is formaldehyde dehydrogenase); Potency, µM (top dose mostly 57.1 µM), for the others: at the top dose activity change, negative = inhibition, usual class: inhibitors; 1.6% of 230,000 active; AID 2147; active means well fitted inhibition curve with a large enough effect, not every such curve was filed as active; inconclusive means small, poorly fitted or top-dose-only effect, or another doubt; inactive means no such curve, though single readings can be large or run the other way;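 further: 0% = wells with enzyme and -100% = buffer wells without enzyme; nearly all actives have a fitted effect of over 50% in size; many of its hits are not listed in these tables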
Target sequence (B2RXH2 1-337 limits assumed): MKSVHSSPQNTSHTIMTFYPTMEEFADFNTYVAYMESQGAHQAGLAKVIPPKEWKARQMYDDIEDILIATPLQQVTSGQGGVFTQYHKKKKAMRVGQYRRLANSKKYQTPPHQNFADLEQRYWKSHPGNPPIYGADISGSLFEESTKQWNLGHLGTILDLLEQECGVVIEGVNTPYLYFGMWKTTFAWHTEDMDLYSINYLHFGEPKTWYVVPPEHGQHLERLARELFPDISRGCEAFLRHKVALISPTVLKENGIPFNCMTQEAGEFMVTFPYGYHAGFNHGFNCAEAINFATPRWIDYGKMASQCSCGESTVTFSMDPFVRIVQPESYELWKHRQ
ALDH1A1 block – ALDH1A1 (human) enzyme inhibition; P00352; Purified ALDH1A1, NADH fluorescence, propionaldehyde substrate; Potency, µM (series often up to 75.3 µM), without a hit: at the highest dose activity, negative = inhibition, actives largely listed as inhibitors; 7.3% of 220,000 active; active means well fitted inhibition curve with a large enough effect, not every such curve was filed as active; inconclusive means small, poorly fitted or top-dose-only effect, or another doubt; inactive means no such curve, though single readings can be large or run the other way;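 further: plate controls were no enzyme wells and a reference inhibitor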
GLA spleen mod – alpha-galactosidase A (human) modulation | P06280 | human spleen homogenate, 4MU-alpha-Gal fluorescence, 40 min | Potency, µM (doses to about 80 µM), without a hit: at the top dose activity change, negative = inhibition, usual class: inhibitors | 0.008% of 240,000 active | AID 2107;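 further: 0% = enzyme with vehicle and -100% = no enzyme basal signal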
Target sequence (P06280 32-429 limits assumed): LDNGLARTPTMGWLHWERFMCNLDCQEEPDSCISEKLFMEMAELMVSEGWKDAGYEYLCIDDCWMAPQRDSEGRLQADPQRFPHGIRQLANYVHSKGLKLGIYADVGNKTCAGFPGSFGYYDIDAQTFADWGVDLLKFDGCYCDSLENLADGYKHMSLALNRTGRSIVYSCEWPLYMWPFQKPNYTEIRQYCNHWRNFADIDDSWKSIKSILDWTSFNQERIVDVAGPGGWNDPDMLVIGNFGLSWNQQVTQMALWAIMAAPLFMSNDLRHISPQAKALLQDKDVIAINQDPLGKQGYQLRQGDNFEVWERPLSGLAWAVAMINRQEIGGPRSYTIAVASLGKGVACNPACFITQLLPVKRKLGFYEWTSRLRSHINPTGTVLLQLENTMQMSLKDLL
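Human spleen homogenate (1 ug) as enzyme source, 4-methylumbelliferyl-alpha-D-galactopyranoside 1 mM final, citrate/phosphate pH 5.0 with 0.01% Tween-20. Compounds 40 min at 37C, NaOH/glycine stop; fluorescence Ex 365/Em 440, Hill-fit AC50.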
GAA inhib – inhibitors of human lysosomal alpha-glucosidase. 0.005% of 200,000 active. AID 1466. purified human GAA, 4-MU-alpha-glucoside fluorescence. P10253. Potency, µM (series often up to 76.9 µM), without a hit: at the top dose activity change, negative = inhibition, hits mostly inhibitors;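 further: plate controls were uninhibited enzyme wells for no effect and no-enzyme background for full effect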
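Fluorescence at Ex 365/Em 440 nm from 4-methylumbelliferone reported enzyme activity after 20 min at room temperature. Reactions used 4 nM enzyme and 400 uM substrate at pH 5.0; curves fitted with the Hill equation.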
RGS12 GoLoco inh – inhibitors of human Gai1-RGS12 GoLoco interaction (red fluorophore) | Potency, µM (doses to about 61.6 µM), without a hit: top-dose activity, negative = inhibition, hits mostly inhibitors | 0.44% of 230,000 active | Gai1:RGS12 GoLoco peptide FP, rhodamine, 10 min | P63096; active means well fitted inhibition curve with a large enough effect, not every such curve was filed as active; inactive means no such curve, though single readings can be large or run the other way; further: on the % scale 0 is the no-effect control and ±100 the full control effect; nearly all actives have a fitted effect of over 30% in size; many of its hits are not listed in these tables
GAA glycogen mod – alters human alpha-glucosidase cleavage of glycogen; P10253; recombinant GAA, glycogen substrate, Amplex Red glucose oxidase fluorescence; Potency, µM (series often up to 76.4 µM), without a hit: at the highest dose activity change, negative = inhibition, actives largely listed as inhibitors; 0.38% of 300,000 active; AID 2100;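 further: 0% = full enzyme reaction and -100% = no-enzyme basal signal; the screen sought inhibitors and activators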
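qHTS, 1536-well; enzyme 4 nM final; cpd up to 77 uM; substrate bovine liver glycogen 30 ug; 50 mM citrate/phosphate pH 5.0, 0.01% Tween-20; 37 C, 40 min; Amplex Red detection 45 min RT; Hill fit → AC50.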
SMN2 splice enh – SMN2 splice variant enhancement | HEK293 SMN2-luciferase splicing reporter, luminescence, 30-36 h | Potency, µM (top dose mostly 46.1 µM), inactives show at the highest dose activity change, positive = activation, usual class: activators | 2.8% of 210,000 active | AID 1458; further: % of control where 0% means no effect; nearly all actives have a fitted effect of over 55% in size
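qHTS luciferase splicing reporter: luminescence rises when SMN2 exon 7 is included in transfected HEK293 cells. Compound exposure lasted 30-36 h at 37C, with 4.5 mM final sodium butyrate as control, followed by a ONE-Glo read.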
* marks the source's active call; other numbers are inactive results; u = inconclusive; x = no result given; [ ] = remark or other dose. Unless noted, the call rests on the fitted dose curve; in most records, active means well fitted curve in the direction sought with a large enough effect; inconclusive means small, poorly fitted or top-dose-only effect, or another doubt; inactive means no such curve, though single readings can be large; an effect the other way counts as inactive or inconclusive. Potency means the concentration at half of the fitted maximal effect. Some of the compounds tested; count on the stated rates, not on these rows.

Second line of a record – aGlu spleen mod	KDM4E inh	ALDH1A1 block	GLA spleen mod	GAA inhib	RGS12 GoLoco inh	GAA glycogen mod	SMN2 splice enh
- O=C1CC(c2ccc(F)cc2)C2=C(CCCC2=O)N1 (configuration not stated)
→ 1.1%	-8.2%	5.7%	-4.6%	1.8%	7.9%	7.2%	-8.4%
- Cc1cc(/C=C2/NC(=S)NC2=O)c(C)n1-c1cccnc1
→ -3.3%	-14.6%	-4.4%	-7.5%	-0.2%	118.3%[activator]	-4.9%	u
- O=C(COC(=O)c1ccc2[nH]c3c(c2c1)CCCC3)Nc1ccccc1
→ 2.9%	10.9%	-1.2%	3.8%	8.2%	-5.2%	-1.2%	-31.2%[inhibitor]
- CCC(/C=C/C(C)C1CCC2C3CC=C4CC(O)CC[C@@]4(C)C3CC[C@@]12C)C(C)C (some centres not stated)
→ -9.9%	-2.6%	-3.3%	-2.5%	x	5.0%	x	-18.9%
- NC(=O)C(F)(F)C12OC3C4C5CC(C6C5C3C61)C42 (configuration not stated)
→ 6.5%	9.1%	0.9%	7.8%	-0.4%	8.4%	7.6%	19.3%
- CCOc1ccc(-c2nn3c(-c4ccc(OC)cc4)nnc3s2)cc1
→ 1.5%	-4.3%	3.2%	13.5%	4.8%	2.4%	-2.3%	-2.5%
- C[C@H]1Cc2c(-c3ccccc3)nc3c(c2CO1)CN(C(=O)C1CC1)CC3
→ 1.1%[17.4 µM]	1.6%[11.4 µM]	8.3%[13.5 µM]	-0.2%[17.5 µM]	x	0.2%[14.2 µM]	x	0.1%[9.22 µM]
- COc1ccccc1C(=O)C1CCCN(Cc2cn[nH]c2C2CCCCC2)C1 (configuration not stated)
→ 1.7%	-6.4%	-1.5%	4.1%	x	8.4%	0.0%	x
- CC(C)Oc1cccc(-c2cc(C(=O)N3CCN(S(C)(=O)=O)CC3)c3ccccc3n2)c1
→ 3.4%	u	u	-2.1%	-8.6%	-9.2%	-20.2%	u
- CCCCNC(=O)C12CCC(C)(C(=O)C1Br)C2(C)C (configuration not stated)
→ -1.2%	-6.4%	-0.4%	-1.3%	-2.6%	-2.6%	11.5%	-21.9%
- CC(=O)c1ccc(NC(=O)C2CCN(S(=O)(=O)c3cccc4cccnc34)CC2)cc1
→ -13.7%	-5.4%	-4.1%	2.1%	u	3.7%	-17.2%	7.7%
- CSc1ncccc1C(=O)NCCc1ccc(Cl)cc1
→ -3.4%	1.8%	6.0%	-1.8%	7.5%	21.8%	1.1%	2.1%
- COc1ccccc1N1CCN(C(=O)c2ccc(Cn3c(=O)[nH]c4ccsc4c3=O)cc2)CC1
→ -13.2%	4.2%	x	5.1%	x	-8.3%	3.3%	x
- Cc1nn(-c2cccc(Cl)c2)c(Cl)c1/C=N/NC(=O)c1cccs1
→ -6.8%	5.1%	9.5%	0.7%	7.4%	x	11.0%	x
- CN(CCC#N)C(=S)Nc1ccc(S(=O)(=O)N2CCOCC2)cc1
→ -22.3%	-3.0%	-8.9%	-9.0%	0.9%	9.2%	-3.2%	3.9%
- CCN(CC)CCCN1C(=O)CSC1c1ccc2c(c1)OCO2 (configuration not stated)
→ -2.1%	7.8%	u	-14.0%	-11.6%	-1.9%	-6.2%	-28.0%
- CCC(C)NC(=O)CSc1nc2n[nH]c(C)c2c(=N)n1-c1ccc(OC)cc1 (configuration not stated)
→ -1.2%	u	-10.6%	-0.5%	0.2%	-13.2%	4.9%	2.5%
- CCn1nc(C(=O)OC(C(=O)c2c[nH]c3ccccc23)c2ccccc2)c2ccccc2c1=O (configuration not stated)
→ -7.3%	-16.3%	u	2.2%	-14.7%	4.5%	-1.9%	u
- CN(C)C(=O)CSc1nnc([C@H](Cc2ccccc2)NC(=O)OC(C)(C)C)o1
→ -3.7%	19.5%	x	-6.1%	x	-2.7%	0.1%	x
- Cc1ccc(C)c(NC(=O)C(Sc2cccc[n+]2[O-])c2ccccc2)c1 (configuration not stated)
→ -1.8%	-0.7%	-0.3%	-1.9%	6.5%	-4.1%	-5.0%	4.4%
- O=C(CSc1cccc2cccnc12)N/N=C/c1ccc(O)cc1
→ -0.6%	u	x	-1.1%	x	-1.6%	0.4%	x
- Cc1nnc(SCC(=O)N2CCCC(C(=O)c3ccc(Cl)cc3)C2)o1 (configuration not stated)
→ -6.4%	-3.0%	-3.1%	2.7%	-3.6%	12.7%	3.3%	x
- CC(C(=O)N1CCN(c2ccc(Cl)cc2)CC1)c1ncc(C(F)(F)F)cc1Cl (configuration not stated)
→ 0.1%	-1.5%	14.0%	5.1%	4.6%	9.8%	7.4%	-24.5%
- CC(=O)c1c(C)n(CC(=O)NCc2ccco2)c2ccccc12
→ 0.6%	1.0%	0.9%	-1.0%	0.3%	-0.8%	15.9%	-12.8%
- CN1CC(=O)N(CC(=O)NCc2ccc3c(c2)OCO3)C1=O
→ -5.6%	12.6%	-4.3%	-8.4%	-0.7%	-2.5%	5.7%	-22.2%
- Brc1ccc(-c2ccc(/C=N/Nc3nncc(-c4ccccc4)n3)o2)cc1
→ 1.8%	2.1%	11.9%	2.2%	-6.6%	-0.2%	-3.9%	-3.8%
- CCCc1cc(=O)oc2c(CN3CCCC3)c(O)c(Cl)cc12
→ u	u	u	u	u	10.3%	5.3%	2.4%
- COCc1nnc(NC(=O)c2ccc(NC(=O)C(C)C)cc2)s1
→ -11.0%	1.2%	-2.9%	-10.0%	2.2%	1.8%	9.5%	9.4%
- CC(C)(C)C(=O)N1CCN(c2ccc([N+](=O)[O-])c(NCc3cccnc3)c2)CC1
→ -8.2%	1.5%	u	-1.9%	-6.8%	1.7%	15.5%	-12.6%
- O=C(O)c1ccccc1-c1nc(-c2ccccc2)c(-c2ccccc2)[nH]1
→ 4.3%	u	-2.5%	-11.4%	6.0%	-0.7%	-8.6%	1.7%

Additional results
Second line of a record – aGlu spleen mod	KDM4E inh	ALDH1A1 block	GLA spleen mod	GAA inhib	RGS12 GoLoco inh	GAA glycogen mod	SMN2 splice enh
- CNC(=S)N1CCN(c2nc3ccccc3s2)CC1
→ -1.8%	0.6%	-4.4%	-5.8%	8.7%	8.5%	0.3%	x
- CCOc1ccc(Br)cc1CN(CC)CC
→ 2.3%	0.2%	15.3%	4.3%	3.0%	11.0%	-3.3%	x
- COCC1C2CC[C@H]3C(OCc4ccc(F)cc4C(F)(F)F)OC[C@]4(C)[C@H]3C2=C(CN4C(=O)OC(C)(C)C)[C@H](C)C1COC (some centres not stated)
→ -13.8%	u	-4.4%	4.6%	x	2.6%	x	-4.0%
- O=C(O)c1cc(N/N=C/c2cccnc2)ccc1Cl
→ -21.5%	6.7%	x	1.6%	x	4.8%	u	x
- Cc1cc(=O)nc2c3ccccc3n(C(C)C(=O)Nc3c(F)c(F)c(F)c(F)c3F)n12 (configuration not stated)
→ -15.3%	u	-8.0%	-8.1%	2.2%	15.0%	-11.9%	6.2%
- C/C(=N\NC(=O)c1cc(Cl)ccc1O)c1ccc(Br)s1
→ -14.0%	-2.7%	9.1%	3.4%	4.7%	10.0%	-7.2%	3.98µM*
- CC(=O)Nc1ccc(S(=O)(=O)Oc2ccccc2N2CCCCC2)cc1
→ 5.4%	-2.7%	x	0.8%	x	7.7%	-21.3%	x
- CCOC(=O)Cc1c(C)nc2c(-c3ccccc3)c[nH]n2c1=O
→ 1.3%	u	u	6.9%	-14.8%	16.4%	-0.3%	1.2%
- COc1cc(C(C)=O)ccc1OCC(=O)NCC1(N2CCCCC2)CCCCC1
→ -4.8%	-2.4%	1.5%	-2.5%	-7.1%	-8.8%	1.8%	-20.2%
- CC1CCCN(C(=O)C2CCC(CNc3c(N4CCCCC4)c(=O)c3=O)CC2)C1 (configuration not stated)
→ -5.7%	-1.2%	x	-0.1%	x	2.8%	5.9%	x
- CCn1c(C(=O)NCCCc2ccccc2)cc2sccc21
→ -3.5%	-8.2%	-7.5%	0.5%	-4.1%	-8.5%	3.9%	-16.6%
- COc1ccc(-c2cc(C(F)(F)F)nc(N)n2)cc1
→ -3.8%	u	13.8%	-1.8%	3.1%	-5.4%	10.1%	19.9%
- Cc1c(Cl)cccc1NC(=O)CNC(=O)c1ccccc1F
→ -1.7%	-2.9%	-0.2%	9.5%	3.3%	-2.5%	-1.5%	10.8%
- COc1ccc(NC(=O)CSc2nccn2C)cc1S(N)(=O)=O
→ -1.0%	5.3%	-4.3%	-3.9%	0.9%	-10.4%	4.4%	7.9%

Reformatted with tabs: eight of the compounds above.
molecule	aGlu spleen mod	KDM4E inh	ALDH1A1 block	GLA spleen mod	GAA inhib	RGS12 GoLoco inh	GAA glycogen mod	SMN2 splice enh
Cc1cc(=O)nc2c3ccccc3n(C(C)C(=O)Nc3c(F)c(F)c(F)c(F)c3F)n12 (configuration not stated)	-15.3%	u	-8.0%	-8.1%	2.2%	15.0%	-11.9%	6.2%
C/C(=N\NC(=O)c1cc(Cl)ccc1O)c1ccc(Br)s1	-14.0%	-2.7%	9.1%	3.4%	4.7%	10.0%	-7.2%	3.98µM*
CC(=O)Nc1ccc(S(=O)(=O)Oc2ccccc2N2CCCCC2)cc1	5.4%	-2.7%	x	0.8%	x	7.7%	-21.3%	x
CCOC(=O)Cc1c(C)nc2c(-c3ccccc3)c[nH]n2c1=O	1.3%	u	u	6.9%	-14.8%	16.4%	-0.3%	1.2%
COc1cc(C(C)=O)ccc1OCC(=O)NCC1(N2CCCCC2)CCCCC1	-4.8%	-2.4%	1.5%	-2.5%	-7.1%	-8.8%	1.8%	-20.2%
CC1CCCN(C(=O)C2CCC(CNc3c(N4CCCCC4)c(=O)c3=O)CC2)C1 (configuration not stated)	-5.7%	-1.2%	x	-0.1%	x	2.8%	5.9%	x
CCn1c(C(=O)NCCCc2ccccc2)cc2sccc21	-3.5%	-8.2%	-7.5%	0.5%	-4.1%	-8.5%	3.9%	-16.6%
COc1ccc(-c2cc(C(F)(F)F)nc(N)n2)cc1	-3.8%	u	13.8%	-1.8%	3.1%	-5.4%	10.1%	19.9%

Assay outcomes (PubChem BioAssay)
